Bioassay records as filed in PubChem BioAssay.
NR2E3 ag-1 – NR2E3 agonists in two-hybrid cells, primary screen, cell-based, luminescence, CHO-S, Gal4-NCOR/VP16-NR2E3; inhibition of corepressor binding, % at 3.98 µM; 360,000 compounds, 0.35% hits; AID 602229, 2012; Photoreceptor-specific nuclear receptor (Homo sapiens), Q9Y5X4; luciferase;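 active = inhibition above the mean of all tested compounds plus 3 SD, cut at about 70% in these data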;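 note: 0% = DMSO with NR2E3 transfected cells and 100% = cells lacking NR2E3 construct; higher means lower luciferase signal from less NR2E3 corepressor binding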
Target sequence (Q9Y5X4 whole entry, looked up, the tested form may be a part): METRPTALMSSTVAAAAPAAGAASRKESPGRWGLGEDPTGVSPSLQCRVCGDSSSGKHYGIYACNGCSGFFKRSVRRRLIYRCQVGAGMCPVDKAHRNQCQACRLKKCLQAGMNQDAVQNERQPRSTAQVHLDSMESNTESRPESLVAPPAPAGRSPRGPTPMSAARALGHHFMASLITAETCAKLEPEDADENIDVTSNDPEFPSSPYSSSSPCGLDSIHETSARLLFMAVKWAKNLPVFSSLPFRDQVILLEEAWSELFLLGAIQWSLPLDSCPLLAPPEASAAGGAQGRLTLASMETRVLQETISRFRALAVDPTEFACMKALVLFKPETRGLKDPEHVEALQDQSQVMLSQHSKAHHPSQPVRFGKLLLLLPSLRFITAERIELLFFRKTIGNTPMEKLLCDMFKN
Cardio protect – cardioprotection against H2O2-induced cell death, primary screen, uHTS, H9c2 cells, ATPLite luminescence; H9c2 cardiomyocytes, H2O2 injury protection, 2 h; protection from H2O2 cell death, % at 20 µM; 360,000 compounds, 0.63% hits; AID 588492, 2011;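 active = compounds giving at least 50% protection of heart cells from peroxide-induced death in the single-dose screen, raw or plate-pattern-corrected value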;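 note: 0% = DMSO wells with peroxide and 100% = DMSO wells without peroxide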
PDI inh – inhibitors of human PDI, primary screen, biochemical, turbidity, single point, plate reader; PDI insulin aggregation turbidity, A650, 90 min; inhibition, % at 10 µM; 350,000 compounds, 0.052% hits; AID 588391, 2011;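 active = mean inhibition across replicates of 30% or more, whatever share of single replicates reach that level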;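 note: absorbance from insulin aggregation driven by PDI reduction with DTT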
Target sequence (P07237 whole entry, looked up): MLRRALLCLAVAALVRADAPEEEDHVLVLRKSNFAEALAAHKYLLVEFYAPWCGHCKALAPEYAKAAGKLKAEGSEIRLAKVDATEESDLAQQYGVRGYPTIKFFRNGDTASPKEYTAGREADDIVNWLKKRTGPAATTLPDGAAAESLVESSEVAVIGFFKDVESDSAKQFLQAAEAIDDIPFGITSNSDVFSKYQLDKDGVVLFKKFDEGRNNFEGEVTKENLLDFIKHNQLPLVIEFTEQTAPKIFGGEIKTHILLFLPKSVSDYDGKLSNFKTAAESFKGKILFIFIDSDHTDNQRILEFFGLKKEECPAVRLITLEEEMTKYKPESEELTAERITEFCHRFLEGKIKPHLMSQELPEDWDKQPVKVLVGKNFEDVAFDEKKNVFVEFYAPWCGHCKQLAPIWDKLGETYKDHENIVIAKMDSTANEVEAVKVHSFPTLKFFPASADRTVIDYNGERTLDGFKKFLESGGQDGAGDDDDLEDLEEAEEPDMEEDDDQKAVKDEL
Shn3 inh set2 – reduction of Shn3 3'UTR firefly luciferase signal, primary screen, Schnurri-3 inhibitor project, cell-based, Clone20 osteoblasts, set 2 | Clone20 osteoblast Shn3 3'UTR firefly luciferase, 24 h | inhibition, % at 12.5 µM | 360,000 compounds, 0.52% hits;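 active = mean inhibition of at least 75% with every replicate also reaching 75%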;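 note: 0% = median of neutral control wells and 100% = pilot-screen positive control compound; some compounds past the cut are filed as inactive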
m5-HT2A agonist – mouse Htr2a agonists via beta-arrestin recruitment, primary screen, cell-based, luminescence. activation, % at 7.6 µM. CHO-K1 mHTR2A beta-arrestin complementation; percent of 30 µM serotonin response. 360,000 compounds, 0.66% hits. AID 624169, 2012;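 active = activation above a run cutoff, the mean activation of all tested compounds plus 3 SD, cut at about 14% in these data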;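 note: 0% = plate median of compound wells and 100% = 30 µM serotonin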
CaV13 ICDI inh – Disruptors of the CACNA1D IQ motif to Ca2+-dependent inactivation inhibitor domain association, primary screening, Förster resonance energy transfer in intact living …; HEK cells, CFP/YFP FRET ICDI-IQ, plate reader, 10 min; percent FRET-ratio fall versus neutral wells; inhibition, % at 12.3 µM; 340,000 compounds, 0.098% hits;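 active = mean replicate inhibition of at least 30% and at least 1% of replicates passing that level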;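 note: 0% = median of the neutral control wells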
HIF-2a inh – HIF-2a reporter inhibitors, primary screen, luminescence, 786-0 RCC cells. 786-0 RCC cells HIF-2a reporter, luciferase luminescence, overnight. inhibition, % at 18.8 µM. 360,000 compounds, 0.72% hits. AID 624352, 2012;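 active = inhibition of the luminescence signal of 40% or more relative to plate controls, in a single-dose primary screen at 18.75 µM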
Peg3 prom inh – Peg3 promoter-driven luciferase inhibitors, primary screen, cell-based, HeLa, luciferase luminescence | HeLa PEG-Prom luciferase reporter, overnight | inhibition, % at 20 µM | 360,000 compounds, 1.7% hits | AID 588405, 2011;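 active = inhibition of at least 50% at 20 µM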
hiPSC survival – enhancers of single-cell hiPSC survival, primary screen, ATPlite luminescence. 360,000 compounds, 0.044% hits. 100% = ROCK inhibitor wells, 0% = DMSO. survival enhancement, % at 20 µM; in the data active = survival enhancement above about 18%;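 note: cells exposed to compounds for 16 hours before the ATP read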
NR2E3 ag-2 – inhibitors of NR2E3-RetCOR corepressor binding, primary screen, NR2E3 agonist project, biochemical, TR-FRET, GST-NR2E3, biotin-RetCOR | Photoreceptor-specific nuclear receptor (Homo sapiens), Q9Y5X4 | 1536-well | inhibition of corepressor binding, % at 4.78 µM | 320,000 compounds, 0.12% hits | AID 2300, 2010;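 active = percent inhibition above the cutoff of mean plus 3 SD of all tested compounds, set per screening campaign, cut at about 20% in these data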;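 note: 0% = DMSO wells and 100% = biotin wells as full block of FRET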
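Test system – NR2E3–RetCOR corepressor complex · Quantity – NR2E3 fusion 1.35 nM · Buffer or medium – Tris pH 7.5 · Incubation – Compound–protein incubation for 5 h at 4 °C · Technique – TR-FRET, Eu(K)-anti-GST donor, streptavidin-D2 acceptor, ex 340, em 617/671 nm · Evaluation – percent inhibition of 671/617 nm emission ratio versus biotin and DMSO controls · Plate – 1536-well format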
MITF TRPM1 inh – inhibitors of MITF-dependent TRPM1 promoter reporter, primary screen, cell-based, SK-MEL-5, single point, luciferase; SK-MEL-5 TRPM1 promoter luciferase, 24 h; inhibition, % at 12.5 µM; 330,000 compounds, 0.83% hits; AID 488899, 2010;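 active = mean inhibition across replicates of 60% or more, whatever share of single replicates reaches that level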; note: values of inactives mirror those of a sister screen read the other way
* marks the source's active call; other numbers are inactive results; x = not tested or not shown.

Order of values – NR2E3 ag-1	Cardio protect	PDI inh	Shn3 inh set2	m5-HT2A agonist	CaV13 ICDI inh	HIF-2a inh	Peg3 prom inh	hiPSC survival	NR2E3 ag-2	MITF TRPM1 inh
> CCN(CC)S(=O)(=O)c1ccc2oc(C(=O)N3CCc4ccccc4C3)c(C)c2c1
  27	5	3	-1	-5	x	15	12	3.6	-2	15
> O=C(CN(C(=O)c1ccccc1Cl)C1CCCCC1)Nc1ccc(Cl)c([N+](=O)[O-])c1
  5	-25	12	83	-3	x	18	31	2.4	-2	6
> O=[N+]([O-])c1cc(-c2nnc(N3CCOCC3)c3ccccc23)ccc1N1CCOCC1
  -4	5	8	5	0	-6	17	20	1.8	2	11
> CCc1nc2ccc(C(=O)N3CCN(C(C)=O)CC3)cn2c1N(CC)C(=O)NCCc1ccccc1
  -42	2	-9	-3	12	-6	-51	-39	-1.2	x	x
> O=C(CSc1nc(Nc2ccccc2)nc(N2CCOCC2)n1)Nc1cccc([N+](=O)[O-])c1
  20	16	-2	-13	-6	x	17	23	0.1	2	-39
> CC(C)(C)c1ccc2c(c1)N(CC(=O)N1CCOCC1)C(=O)CO2
  -26	-2	-4	1	4	-7	3	5	0.1	-2	1
> Cc1c(C(=O)N(C)C(C)c2ccncn2)oc2c(F)cccc12 (configuration not stated)
  -33	-5	2	-35	0	-1	-38	-47	-0.4	2	0
> Cc1nc(NC(=O)c2ccco2)sc1C(=O)O
  -6	0	-13	-53	19*	-4	22	42	-0.1	2	19
> CCCCCn1c(SCCOCC)nc2c1c(=O)[nH]c(=O)n2C
  5	-2	x	-18	6	-5	8	8	0.5	3	20
> COc1cc(C)c(Br)cc1S(=O)(=O)NCc1ccccc1
  0	3	-3	-20	4	-7	9	20	-1.5	-3	2
> CS(=O)(=O)N1CC2CCCN2c2cc(C(F)(F)F)ccc21 (configuration not stated)
  -6	-4	3	-2	-2	6	15	5	5.0	-3	-4
> COC(=O)[C@@H]1C[C@H]1[C@@H](NS(=O)(=O)c1ccccc1)c1ccccc1
  -8	9	-11	4	-4	-10	6	-1	-1.0	-4	-2
> CCn1c(=O)c(=O)[nH]c2cc(C(=O)Nc3ccc(S(=O)(=O)N4CCCC4)cc3)ccc21
  15	13	0	4	-5	-8	8	-57	-0.1	2	14
> c1cncc(C2Nc3ccccc3-c3nc4ccccc4n32)c1 (configuration not stated)
  27	41	-11	1	3	-7	-119	-22	-3.2	-3	-15
> COc1ccc(/C(C#N)=C/c2ccccn2)cc1
  -116	-14	6	-93	-3	-4	-337	-292	-0.5	5	-80
> CCOC(=O)c1cc(-c2ccc(C)cc2)n(CC(=O)NCc2ccco2)c1C
  -27	-4	x	5	-1	-6	10	13	0.9	7	x
> O=C(Nc1nnc(SCc2ccc(F)cc2)s1)C1=COCCO1
  -45	0	5	-25	11	-5	-108	-109	0.9	-2	-21
> COc1ccccc1OCCNC(=O)c1c(-c2ccccc2Cl)noc1C
  -3	-2	-9	4	1	-6	11	17	8.2	2	-4
> COc1ccc(C(=O)NN=C2CCCC2)cc1
  -44	3	6	-13	0	-3	-35	-6	-0.3	3	-7
> COc1cccc(-c2cc(C(=O)N3CCN(S(=O)(=O)c4ccccc4)CC3)[nH]n2)c1
  7	-7	x	-1	3	-1	-16	13	-2.5	4	-16
> COc1c(-c2ccc(O)cc2)oc2cc(O)cc(O)c2c1=O
  25	-2	x	-19	-2	x	-18	17	-2.8	0	-5
> Cc1noc(C)c1COc1ccc(C(=O)O)cc1
  -18	9	-2	-13	0	0	11	1	0.0	6	-8
> CCSc1nnc(NC(=O)CSc2c(Cl)cccc2Cl)s1
  -10	1	-3	1	-2	-3	-2	-5	-2.4	3	-4
> CCCCCC(=O)N1C[C@@H](O)[C@H](n2cc(C3CC3)nn2)C[C@@H]1c1ccc(C)cc1
  4	4	4	-22	-1	-4	9	-3	-1.3	x	x
> COc1ccc(-n2c(Cc3cccn3C)nnc2SCC(=O)Nc2ccc(F)cc2)cc1
  -44	4	x	11	-1	-3	-1	10	0.3	2	-1
> O=C(NC1CC1)c1ccc(CSCc2ccccc2Cl)o1
  -35	-10	2	-4	1	-5	-67	-51	-0.3	3	-7
> CCc1nnc(NC(=O)CSc2nnc(CNc3ccc(OC)cc3)n2C)s1
  -36	68*	0	5	-2	-18	6	-26	-2.5	-1	-7
> Cc1ccc(S(=O)(=O)N(C)C[C@H]2Oc3cc(Br)ccc3S(=O)(=O)N([C@H](C)CO)C[C@H]2C)cc1
  -15	-11	4	12	1	-8	11	18	-1.9	x	x
> O=Cc1cn(CCOc2ccc(F)cc2)c2ccccc12
  9	-2	-4	8	-3	-5	2	-28	1.5	x	x
> Cc1cc(C)c(C(=O)CN2C(=O)NC3(CCC(C)CC3)C2=O)cc1C (configuration not stated)
  -28	-16	-1	-10	-2	3	-3	0	-0.4	1	6
> Cc1cc(=O)oc2cc(OCc3ccc(C(=O)OCC(=O)Nc4ccc(N(C)C)cc4)cc3)ccc12
  -10	-6	-5	-1	1	-2	-16	-56	-0.1	x	-20
> CC1CC(C)CN(C(=S)Nc2ccc3nc4n(c(=O)c3c2)CCCCC4)C1 (configuration not stated)
  -26	-6	3	7	5	-2	14	12	3.1	-3	2
> Cn1c(COc2ccccc2)nc2ccccc21
  -63	-6	-7	-77	0	-20	-261	-229	-0.6	1	-67
> Cc1ccc(-c2cc(C(F)(F)F)nn2-c2ccc(S(N)(=O)=O)cc2)cc1
  -21	-14	0	17	20*	-4	-10	17	-0.1	2	3
> O=C(CN1C(=O)NC2(CCCC2)C1=O)Nc1ccccc1N1CCCCC1
  12	7	-2	-3	-3	-6	3	18	-0.5	-4	2
> CCOC(=O)C1(C)CCCCCN1C(=O)c1ccc(SC(F)(F)F)cc1 (configuration not stated)
  -17	7	2	-31	0	-10	-4	7	6.2	x	x
> CC(=O)c1ccsc1-c1c(C)cc2oc(=O)cc(-c3ccccc3)c2c1C
  -7	-9	-5	-2	-1	-7	-3	11	-1.1	x	9
> CCOC(=O)c1c(C)[nH]c(C(=O)COC(=O)c2cc(C)oc2C)c1C
  3	-3	-4	0	3	-3	-26	-23	0.0	1	-18
> Cc1onc(-c2ccc(Cl)cc2Cl)c1-c1csc(COc2ccccc2)n1
  16	-8	-9	4	1	-5	2	17	-0.1	1	3
> COc1cccc(NC(=O)CN2CCN(CC(=O)Nc3ccc(F)cc3)CC2)c1
  12	-5	4	16	-6	-4	16	12	-0.8	1	-4
> O=C1CCCC(=O)C1=C1SCCCS1
  -27	-2	-4	3	1	-4	9	9	2.4	1	18
> Cc1ccc(C(=O)OCC(=O)N2CC(C)OC(C)C2)cc1 (configuration not stated)
  -12	9	23	-8	8	-3	4	-8	-0.5	0	-4
> Cc1oc2cc(OC(C)C(=O)O)ccc2c(=O)c1Oc1ccccc1 (configuration not stated)
  -12	-2	-6	-13	10	-4	15	2	-1.2	2	7
> CN(C)/C=C(\C#N)C(=O)c1cccnc1Oc1cccc(F)c1
  -31	12	3	11	2	-3	13	-2	-1.3	-4	-3
> C/C(=N/OC(=O)c1c(-c2ccccc2Cl)noc1C)c1cnccn1
  -30	2	3	6	9	2	13	1	0.8	4	4
> Cc1c(Cl)cccc1NC(CC(=O)c1ccccc1)C(=O)O (configuration not stated)
  -34	4	3	-56	-5	-5	-103	-34	0.4	-4	5
> NC(Cc1ccc(C(F)(F)F)cc1)c1csc(Nc2ccccn2)n1 (configuration not stated)
  -13	-17	2	13	-6	-6	1	105*	1.8	x	x
> CCN(CC(=O)NCc1ccc(F)cc1)C(=O)c1cc2ccccc2o1
  -38	0	-5	-12	-1	-7	-3	16	-0.1	4	-10
> CC(=O)Nc1ccc(S(=O)(=O)Nc2ccc3c(c2)OCCO3)cc1
  -3	-14	1	35	-3	x	11	30	3.9	0	-5
> O=C(COC(=O)c1ccncc1)Nc1cc(Cl)ccc1Cl
  -11	9	0	-4	3	-8	4	2	1.8	2	-4
> CCOC(=O)N1CCN(C(=O)C2CCN(c3ncnc4c3sc3cccc(F)c34)CC2)CC1
  79*	-28	10	79	6	-5	0	22	-1.0	4	41
> Cc1c(O)c(CN2CCCCC2)cc2c1oc(=O)c1ccccc12
  -13	52*	3	-2	-2	-6	-31	-38	0.7	1	-27
> C[C@@H](O)[C@H]1O[C@]2(C)CCC[C@H]1O2
  -2	1	-1	0	2	-6	8	5	-2.6	3	3
> Cn1nnnc1SCC(=O)NNC(=O)c1ccc(Cl)cc1
  -2	1	11	0	6	9	14	-11	1.4	4	6
> Cc1ccn2cc(CCNS(=O)(=O)c3ccc4ccccc4c3)nc2c1
  -5	1	5	13	-3	x	11	14	-0.2	-1	-1
> O=C1c2ccccc2C(=O)C12OC(c1ccccc1)C1(C(=O)c3ccccc3C1=O)C2c1ccc([N+](=O)[O-])cc1 (configuration not stated)
  -12	0	8	-2	-4	-5	1	-4	16	-2	-5
> O=S(=O)(Nc1ccc(-c2cn3c(n2)SCC3)cc1)c1ccccc1F
  14	16	2	-7	2	x	-32	-17	-0.1	4	-11
> CC(=O)Nc1ccc(S(=O)(=O)N(C)CC(=O)OC2CCCCC2=O)cc1 (configuration not stated)
  10	8	-2	13	5	-5	12	-8	1.1	1	15
> S=C(Nc1ccc(Cl)cc1Cl)NC1CCCCC1
  -107	-18	3	-43	-1	x	-253	-348	-1.5	-1	-106
> CCCNC(=O)C1(C)CCN(C(=O)c2ccccc2OC)C1 (configuration not stated)
  8	-2	8	-8	4	-12	8	-8	0.7	x	x
> COc1ccccc1C(=O)N1CCN(C(=O)c2oc3c(C)c(C)ccc3c2C)CC1
  14	7	9	-2	5	-6	3	26	0.1	x	x
> CC1Cc2ccccc2N1C(=O)CN(C)CC(=O)Nc1ccc(OC(F)(F)F)cc1 (configuration not stated)
  -4	-6	0	-4	-1	-2	-11	26	-0.6	-1	0
